# STAT1 act = increases IFN-gamma driven STAT1 reporter signal; NIH 3T3 STAT1-luciferase reporter, luminescence; 100% = IFN-gamma alone, no compound; activation (% of control), % at 5.5 µM; 200,000 compounds, 2.6% hits;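 active means activation above the screen-wide mean activation plus 3 SD, cut at about 130% in these data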;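 further: raw ratio to IFN-gamma control signal so 100% means no change and 0% no light; values of inactives mirror those of a sister screen read the other way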
# Hsp70 activator = Hsp70 transcriptional activation, primary screen; activation, % at 10 µM; 200,000 compounds, 0.04% hits; HeLa Hsp70 promoter luciferase reporter, luminescence; scaled: vehicle 0, proteasome-inhibitor control 100%;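 active means activation above the mean across all tested compounds plus 3 SD, cutoff set per campaign, cut at about 5.5% in these data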;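 further: 100% = MG132 at 30 µM as the positive control and 0% = DMSO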
# STAT3 act = activators of IL-6 induced STAT3 signaling | U3A cells, IL-6 STAT3-luciferase reporter, luminescence; 100% = signal with IL-6 EC80 alone | activation (% of control), % at 5.6 µM | 190,000 compounds, 0.91% hits;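 active means activation above the screen-wide mean of compound activation plus 3 SD, cut at about 130% in these data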;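 further: 0% = background luminescence of wells with medium and substrate only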
#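 Assay system – human STAT1-deficient U3A cells with stable STAT3-luciferase reporter · Also added – IL-6 (33 ng/mL) · Schedule – compound 1 h, then IL-6 6 h at 37 °C · Technique – reporter luminescence signal · Evaluation – % activation versus median of IL-6-stimulated wells · Benchmarks – IL-6-only wells as 100% reference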
# STAT1 inh = STAT1 signaling inhibition. AID 920. NIH 3T3 STAT1-luciferase reporter, IFN-gamma, luminescence. 200,000 compounds, 0.35% hits. inhibition, % at 5.5 µM;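 active means inhibition above a set limit, the mean inhibition across all tested compounds plus 3 SD, cut at about 34% in these data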;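 further: 0% = IFN-gamma with DMSO and 100% = IFN-gamma with 300 µM nifuroxazide; values of inactives mirror those of a sister screen read the other way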
# DTT redox prof = compounds producing H2O2 with reducing agent – biochemical, NIH compound library profiling, artefact control for MLSCN library redox annotation, primary screen; DTT-dependent redox cycling H2O2, phenol red/HRP absorbance; 100% = 100 µM peroxide control, 0% = buffer; activation, % at 10 µM; 200,000 compounds, 0.03% hits;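 active means activation of at least 50% relative to the plate's high and low controls in the primary single-dose screen; inactive means activation below 50%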;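 further: compound incubated with DTT at 0.8 mM final as the reducing agent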
# STAT3 blocker = reduces IL-6 driven STAT3 reporter signal; inhibition, % at 5.5 µM; AID 862; 190,000 compounds, 0.89% hits; U3A cells, IL-6 STAT3-luciferase reporter, luminescence; host cell line lacks STAT1;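 active means inhibition above the mean inhibition across all screened compounds plus 3 SD, cut at about 44% in these data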;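 further: 0% = DMSO only wells and 100% = 100 µM nifuroxazide control wells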
# HMGR II inh = blocks class II HMG-CoA reductase of Enterococcus faecalis | purified E. faecalis HMGR, NADPH absorbance 340 nm kinetic | inhibition, % at 10 µM | 190,000 compounds, 0.41% hits | AID 1066;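 active means inhibition above a set limit, the median over all tested compounds plus 3 SD, cut at about 9.5% in these data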;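 further: enzyme runs in reverse so mevalonate oxidation gives rising NADPH absorbance; 0% = complete reaction with DMSO and 100% = background rate lacking mevalonate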
# APP 5'UTR act = activates APP 5'UTR luciferase reporter. AID 1276. activation, % at 2 µM. 190,000 compounds, 1% hits. SH-SY5Y APP 5'UTR luciferase reporter, luminescence; zero percent = DMSO vehicle wells;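 active means activation above a set limit, based on mean plus 3 SD of controls, cut at about 140% in these data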; further: values of inactives mirror those of a sister screen read the other way
# TLR4 MyD88 comp = TLR4-MyD88 interaction inhibition in cells; O00206+Q99836; HeLa CL3-4 TLR4/MyD88 BLA complementation, FRET ratio; inhibition, % at 8.4 µM; 200,000 compounds, 0.18% hits; AID 861; in the data active means inhibition above about 25%;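 further: 0% = vehicle and 100% = reference inhibitor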
# Target sequence (O00206 whole entry, looked up): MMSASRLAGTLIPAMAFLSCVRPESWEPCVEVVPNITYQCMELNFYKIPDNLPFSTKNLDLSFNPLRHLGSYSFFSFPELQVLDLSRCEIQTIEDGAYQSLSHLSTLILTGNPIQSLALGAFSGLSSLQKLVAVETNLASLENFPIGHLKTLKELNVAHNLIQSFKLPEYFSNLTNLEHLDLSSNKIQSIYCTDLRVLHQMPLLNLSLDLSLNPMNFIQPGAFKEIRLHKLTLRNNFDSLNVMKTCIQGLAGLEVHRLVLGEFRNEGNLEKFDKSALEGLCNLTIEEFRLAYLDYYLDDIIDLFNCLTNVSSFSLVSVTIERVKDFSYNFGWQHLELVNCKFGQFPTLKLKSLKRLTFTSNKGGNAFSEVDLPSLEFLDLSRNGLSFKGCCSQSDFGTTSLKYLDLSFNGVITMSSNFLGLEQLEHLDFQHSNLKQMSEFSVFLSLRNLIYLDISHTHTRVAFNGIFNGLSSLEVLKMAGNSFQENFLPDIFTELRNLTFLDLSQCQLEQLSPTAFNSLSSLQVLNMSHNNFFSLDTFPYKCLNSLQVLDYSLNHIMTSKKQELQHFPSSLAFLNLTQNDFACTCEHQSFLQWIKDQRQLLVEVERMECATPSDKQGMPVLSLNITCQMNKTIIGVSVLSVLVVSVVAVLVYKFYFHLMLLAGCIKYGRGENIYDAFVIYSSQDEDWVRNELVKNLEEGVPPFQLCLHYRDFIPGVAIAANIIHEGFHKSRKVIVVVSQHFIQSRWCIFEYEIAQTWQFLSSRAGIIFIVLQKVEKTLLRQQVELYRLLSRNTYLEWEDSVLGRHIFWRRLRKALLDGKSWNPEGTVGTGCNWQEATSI
# Target sequence (Q99836 whole entry, looked up): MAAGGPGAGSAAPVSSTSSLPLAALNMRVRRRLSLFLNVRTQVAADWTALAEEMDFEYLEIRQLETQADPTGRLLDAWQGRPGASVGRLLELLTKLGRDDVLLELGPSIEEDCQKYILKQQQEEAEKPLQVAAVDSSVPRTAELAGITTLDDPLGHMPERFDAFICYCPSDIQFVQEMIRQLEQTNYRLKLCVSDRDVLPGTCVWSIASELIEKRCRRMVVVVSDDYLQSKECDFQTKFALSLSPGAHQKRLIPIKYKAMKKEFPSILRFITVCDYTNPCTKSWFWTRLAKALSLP
# NF-kB expr up = raises NF-kB expression in human neuronal cells. 190,000 compounds, 1.6% hits. fold change at 12.5 µM. NF-kB reporter expression; active compounds read high. AID 1239; in the data active means fold change above about 3.3
# An asterisk follows results filed as active; . = no result given.
SMILES,STAT1 act,Hsp70 activator,STAT3 act,STAT1 inh,DTT redox prof,STAT3 blocker,HMGR II inh,APP 5'UTR act,TLR4 MyD88 comp,NF-kB expr up
Cc1ccc(C(C(=O)NC(C)(C)C)N(C(=O)c2csnn2)c2ccccc2F)o1 (configuration not stated),97,0.1,105,3,0.9,-2,1,-7,3,1.2
CCCN1CCN(C(=O)c2cccc3c2C(=O)N(CCOC)C3)CC1,96,-0.1,96,5,-1.7,9,-1,-4,-6,1.2
NC(=O)CSc1nnc(-c2ccc(S(=O)(=O)N3CCOCC3)cc2)n1Cc1ccccc1,111,0.2,101,-12,0.1,3,-11,-2,2,1.1
COc1cc(OC)cc(C(=O)NCC(=O)N2CCC(C)CC2)c1,101,-0.4,103,-1,2.1,2,-1,-8,3,1.5
Cc1cccc(-[n+]2c(C)cc(C)c3c(=O)[nH]c(=O)[nH]c32)c1,93,-0.1,103,7,0.0,-1,3,3,7,1.3
COc1ccc(-n2cc(C(=O)O)c(=O)cc2C)cc1,95,-0.1,108,4,-0.9,-6,-3,-6,0,1.1
CCC1Oc2ccc(C)cc2N(CC(=O)NCc2ccco2)C1=O (configuration not stated),95,0.4,108,4,-1.1,-2,-5,-4,-6,1
CCOP(=O)(OCC)C(Nc1ccccn1)c1ccc(F)cc1 (configuration not stated),97,-0.5,104,4,0.8,-10,-3,18,0,1.1
CC(=O)Nc1ccccc1C(=O)N1CCN(c2cccc(C)c2C)CC1,94,0.8,96,4,-1.0,8,1,26,-11,0.86
Cc1cc(N2CCOCC2)nc(SCC(=O)c2ccccc2)n1,110,-0.3,107,-11,-1.4,-2,3,9,-7,1.3
COc1ccc(S(=O)(=O)N2CCCCC2C(=O)O)cc1 (configuration not stated),100,-0.4,103,0,0.1,-3,-3,1,1,1
CCOC(=O)CNC(=O)N1CCCC(C(=O)c2ccccc2SC)C1 (configuration not stated),93,-0.3,98,6,-1.5,4,1,-7,10,0.99
NC(=O)NC(c1ccccc1)c1ccccc1,105,-0.3,102,-5,0.9,6,1,0,6,1.7
COc1ccc(-c2cc(C(F)(F)F)nc(N3CCN(Cc4ccccc4)CC3)n2)cc1OC,107,0.0,97,-7,0.8,8,0,-11,-13,0.89
COc1cccc(NC(=O)COC(=O)c2cccnc2)c1,97,0.3,99,3,3.2,6,0,-3,-7,1
O=C(C1=C[C@@H](c2coc3ccccc3c2=O)C[C@@H](OCc2ccc(CO)cc2)O1)N1CCCCCCC1,93,-0.1,.,9,0.7,.,-5,10,3,0.93
COCCCNC(=O)CCS(=O)(=O)Cc1ccc(C)cc1,104,-0.5,104,-5,2.2,-1,-1,-7,-12,0.94
CCn1cc(C(=O)NCCCN2CC(C)CC(C)C2)c(=O)c2cc(S(=O)(=O)N(C)C)ccc21 (configuration not stated),100,0.0,102,0,0.3,6,-2,-7,1,1.1
COc1ccc(-c2c[n+]3c4n2CCCCC4=C(c2ccccc2)C3)cc1,103,-0.2,97,-4,0.3,5,-2,0,3,0.65
CC(C)CC1(C)NC(=O)N(CCN2C(=O)c3ccccc3C2=O)C1=O (configuration not stated),105,0.3,102,-5,2.9,0,0,-22,8,1.2
CCc1cccc(CC)c1NC(=O)c1ccccc1,95,-0.2,94,4,-1.1,12,4,-6,-2,1
O/N=C1/CCSc2ccccc21,100,-0.4,101,0,-0.2,9,-10,3,-5,1.2
CN(Cc1nc2ccccc2n1C)S(=O)(=O)c1ccc(Cl)cc1,92,0.2,100,8,-0.5,2,-3,-4,2,1
O=C(CSc1nnc(C2CCCCC2)o1)N1CCCCC1,120,0.5,108,-22,1.0,-6,-1,14,-3,1.6
COc1ccc(N=C2SC(C(=O)N3CCN(c4ccc([N+](=O)[O-])cc4)CC3)CC(=O)N2C)cc1 (configuration not stated),103,-0.3,102,-3,-0.7,8,-4,-1,-10,0.54
# Following part.
SMILES,STAT1 act,Hsp70 activator,STAT3 act,STAT1 inh,DTT redox prof,STAT3 blocker,HMGR II inh,APP 5'UTR act,TLR4 MyD88 comp,NF-kB expr up
O=C(NC1CCCCCCC1)C1c2ccccc2C(=O)N1Cc1ccco1 (configuration not stated),99,0.1,106,1,-4.0,-4,2,-4,11,0.96
O=C1N(c2ccccc2)C2CS(=O)(=O)CC2N1c1ccc(Cl)c(Cl)c1 (configuration not stated),104,1.1,98,-4,2.2,11,-8,0,5,0.93
CCOC(=O)N1CCC(NC(=O)C(CC(C)C)NC(=O)C2CCCCC2)CC1 (configuration not stated),100,-0.4,112,-2,-0.5,-10,-8,-10,5,1
CCN(CCCNC(=O)CCCCn1c(=O)[nH]c2ccccc2c1=O)c1ccccc1,88,-0.3,95,14,0.4,10,-5,-2,12,0.77
CC1(C(=O)O)CCC(C(=O)Nc2ccc3ccccc3c2)C1(C)C (configuration not stated),107,-0.3,96,-7,0.1,11,-2,-1,9,1
COc1cccc(C(=O)N2CCN(C3CCC(c4ccccc4)CC3)CC2)c1OC (configuration not stated),101,-0.2,91,-1,-0.1,13,2,12,3,1.1
O=C(Nc1ccc(C(=O)NC2CCCCC2)cc1)c1cncc(Br)c1,92,-0.2,89,7,0.0,16,0,5,7,1.1
O=c1c2c3c(sc2nc2n1CCCS2)CCCC3,126,1.1,94,-28,-1.6,13,3,26,-9,1.9
CCCCCCCC(=O)NNC(=O)Cc1ccccc1,104,-0.3,99,-4,-0.9,2,4,0,7,1.5
Cc1noc(C)c1COc1cccc(C(=O)OCCOc2ccc(F)cc2)c1,98,-0.4,100,2,0.1,7,-9,21,-7,1.3
CCn1c(=O)c([N+](=O)[O-])c(NCCc2ccccc2)c2ccccc21,98,-0.4,80,2,5.7,28,-2,-14,-11,1.1
CC(C)/C=N/Nc1nc(-c2ccc(Br)cc2)cs1,112,-0.2,96,-13,0.8,8,-7,-1,-8,2.6
CCc1c(O)nc2ccccn2c1=O,102,-0.1,90,-3,0.0,15,0,2,-2,1.4
CCCc1nc2c(=O)[nH]c3ccccc3c2o1,101,-0.3,106,-1,0.4,3,-8,-6,-1,1.1
CCOc1ccc(/C=N/N(C)c2ccccc2)cc1OC,163*,0.2,103,-69,-9.3,4,0,88,-1,4.9*
COC(=O)c1sccc1N(C)S(C)(=O)=O,96,-0.1,104,3,-0.7,0,-8,-4,2,1.1
CCOC(=O)/C(N=Nc1ccc(C(=O)O)cc1[N+](=O)[O-])=C(\C)O,100,0.0,100,-2,-2.6,2,6,-8,8,1.1
Cc1ccccc1C(=O)N1CCc2ccccc2C1,97,-0.1,106,3,1.5,-2,7,-1,-16,1.1
N/C(=N\OC(=O)COc1cc(Cl)c(Cl)cc1Cl)c1ccncc1,131*,0.0,97,-36,-2.0,11,-5,84,12,2.1
Cc1c(/C=N\NC(=O)c2c[nH]c3ccccc23)cnn1C,118,0.1,95,-24,0.3,11,-3,27,5,1.3
Cc1c(C(=O)c2ccc(Cl)cc2[N+](=O)[O-])c2ccccn2c1CCC#N,108,-0.2,98,-8,-0.4,1,-1,14,3,1
CC(=O)c1ccc(N2CCN(C(=S)Nc3cccc(F)c3)CC2)cc1,114,-0.4,88,-16,-4.2,16,1,8,2,0.65
COc1ccc2cnn(-c3ccc(C)cc3)c(=O)c2c1OC,121,-0.5,95,-23,0.1,12,-7,42,-4,1.9
COCCn1c(=NC(=O)c2ccc(S(=O)(=O)N3CCc4ccccc4C3)cc2)sc2cc(S(N)(=O)=O)ccc21,102,-0.1,135*,-3,0.1,-29,-2,9,-5,1.1
COc1ccc2nc(C)[nH]c(=O)c2c1,104,-0.3,103,-4,2.4,6,-1,22,-3,1.1

# Quoted at random: 5 compounds from above, in no set order.
SMILES,STAT1 act,Hsp70 activator,STAT3 act,STAT1 inh,DTT redox prof,STAT3 blocker,HMGR II inh,APP 5'UTR act,TLR4 MyD88 comp,NF-kB expr up
CC1(C(=O)O)CCC(C(=O)Nc2ccc3ccccc3c2)C1(C)C (configuration not stated),107,-0.3,96,-7,0.1,11,-2,-1,9,1
COc1ccc2nc(C)[nH]c(=O)c2c1,104,-0.3,103,-4,2.4,6,-1,22,-3,1.1
Cc1ccccc1C(=O)N1CCc2ccccc2C1,97,-0.1,106,3,1.5,-2,7,-1,-16,1.1
Cc1c(/C=N\NC(=O)c2c[nH]c3ccccc23)cnn1C,118,0.1,95,-24,0.3,11,-3,27,5,1.3
Cc1c(C(=O)c2ccc(Cl)cc2[N+](=O)[O-])c2ccccn2c1CCC#N,108,-0.2,98,-8,-0.4,1,-1,14,3,1

# (cont.)
SMILES,STAT1 act,Hsp70 activator,STAT3 act,STAT1 inh,DTT redox prof,STAT3 blocker,HMGR II inh,APP 5'UTR act,TLR4 MyD88 comp,NF-kB expr up
COc1ccc2nc(Nc3nc4cc5c(cc4s3)OCCO5)sc2c1,114,-0.2,93,-16,0.5,10,-14,13,3,2
COc1cccc(N2CCN(C3OC(=O)c4ccccc43)CC2)c1 (configuration not stated),108,0.0,100,-9,0.5,9,-2,-7,8,1.1
C=CCc1cc(/C=C2/NC(=O)NC2=O)cc(OCC)c1O,109,0.0,104,-11,0.4,-2,-1,-4,8,0.96
COc1ccc(-c2nc(CNS(=O)(=O)c3cc(OC)ccc3OC)cs2)cc1,97,-0.4,102,4,-0.2,-3,-1,7,6,1
CC(C)(C)NC(=O)C(Cc1ccccc1)NS(=O)(=O)c1cccc2nsnc12 (configuration not stated),100,0.1,104,-1,0.8,-2,4,14,-15,0.86
CCN(CC)S(=O)(=O)c1ccc(C(=O)NCC(c2cccs2)N2CCOCC2)cc1 (configuration not stated),98,0.3,96,2,-0.4,7,-6,-9,3,1.2
Cc1cccc[n+]1CCCCCCCCCC[n+]1ccccc1C,99,-0.4,103,1,3.1,3,3,1,-2,1
COc1ccc(Cl)cc1C(=O)N/N=C/c1ccc(N2CCOCC2)cc1,100,0.0,97,0,-0.6,12,-2,1,-20,0.77
COc1ccc(Cl)cc1NC(=O)CSc1nnc(COc2ccccc2)n1N,101,-0.2,104,-6,0.2,-2,-3,-22,3,0.97
CC(=O)N1CCc2ccc(C(=O)CN3CCN(c4cccc(C)c4C)CC3)cc21,102,-0.3,92,-2,-4.8,12,-5,19,-8,0.87
COc1ccc(C(=O)NCc2nnc(SCC(=O)N3CCc4ccccc43)o2)cc1OC,101,0.0,98,-1,-0.8,8,0,-7,6,0.98
CC(C)NC(=O)c1onc(CSc2ccccc2)c1C(=O)O,110,-0.2,103,-11,14,-2,1,-3,5,1.4
COC(=O)C1CCN(C(=O)Cc2ccc(C)cc2)CC1,99,-0.2,102,-3,0.3,-2,-1,-8,16,1.2
Cc1cc(C)n2nc(SCCCC(=O)c3ccc(F)cc3)nc2n1,99,-0.2,101,0,-0.5,4,-9,18,8,1.1
CCOc1ccc(C(CC(=O)O)NC(=O)C2c3ccccc3Oc3ccccc32)cc1 (configuration not stated),105,-0.2,106,-6,-0.1,-2,-7,1,0,1.3
Cc1ccc(-c2noc(CCC(=O)NCCCN3CCN(c4cccc(Cl)c4)CC3)n2)cc1,97,-0.1,75,4,0.5,32,-3,12,-4,0.57
S=c1nc(-c2csc3c2CCCC3)[nH][nH]1,99,0.0,92,0,-0.5,16,1,2,0,1.1
O=C(CSc1ccc2c(c1)OCCO2)NCc1ccccc1,96,-0.3,93,3,-0.1,16,-1,6,-5,1.3

# Assay outcomes deposited in PubChem BioAssay by several laboratories.
